Efflux pump inh: inhibitors of Candida antifungal efflux pumps expressed in yeast; AID 485275; S. cerevisiae Candida pump triplex, Nile Red efflux; inhibition, % at 10 µM; hit rate 0.44% among 330,000;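 active means plate passing quality check with inhibition over a set limit, or well fluorescence over plate mean plus 4 SD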;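 further: Nile Red retained in pooled yeast measured as flow cytometry median fluorescence; 0% = buffer negative control and 100% = Enniatin B positive control; higher means more Nile Red kept so more efflux inhibition; some compounds called inactive have numbers as strong as hits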
Yeast superoxide: lowers age-related superoxide in aged yeast cells; S. cerevisiae aged cells, superoxide DHE fluorescence; active compounds read low; superoxide response (% of plate mean), % at 10 µM; hit rate 0.18% among 330,000; AID 2690;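 active means superoxide response under a set limit, about three screen SD below normal, cut at about 65% in these data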;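 further: yeast aged for seven days with compound at 30 °C before DHE staining; 100% = average MFI of all compound-treated wells on the plate with controls excluded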
MEX-5 binding: C. elegans MEX-5 TCR-2 RNA binding activity; Q9XUB2; MEX-5/FITC-TCR2 RNA binding, fluorescence polarization; active compounds read low; activity score (negative = inhibition of binding), % at 10 µM; hit rate 0.38% among 300,000;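 active means inhibition past about -25% in most replicates, and total fluorescence under double the plate's negative control median, limit read from the data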;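 further: 0% = DMSO and -100% = 5 µM competing unlabeled TCR2 RNA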
Target sequence (Q9XUB2 whole entry, looked up): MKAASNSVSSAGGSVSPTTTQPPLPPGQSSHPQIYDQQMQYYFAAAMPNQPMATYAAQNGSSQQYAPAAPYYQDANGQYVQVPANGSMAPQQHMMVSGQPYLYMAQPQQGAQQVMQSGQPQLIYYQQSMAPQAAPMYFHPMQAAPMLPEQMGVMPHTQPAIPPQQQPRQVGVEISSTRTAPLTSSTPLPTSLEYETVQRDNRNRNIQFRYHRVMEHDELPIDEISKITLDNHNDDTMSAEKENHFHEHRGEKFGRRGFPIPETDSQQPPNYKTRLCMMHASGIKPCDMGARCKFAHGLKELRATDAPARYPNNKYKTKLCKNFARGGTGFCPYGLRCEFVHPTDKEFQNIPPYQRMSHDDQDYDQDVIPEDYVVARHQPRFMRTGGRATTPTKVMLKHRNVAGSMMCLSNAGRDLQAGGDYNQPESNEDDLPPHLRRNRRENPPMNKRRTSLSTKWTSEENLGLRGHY
EBNA-1 inh: blocks EBNA-1 binding to DNA. EBNA-1 DNA binding, fluorescence polarization. inhibition, % at 14.8 µM. hit rate 0.34% among 300,000. AID 1950; in the data active means inhibition above about 28%
BCLXL inh: inhibitors of human Bcl-xL | Q07817 | GST-Bcl-xL / FITC-Bim BH3 peptide fluorescence polarization | inhibition, % at 10.9 µM | hit rate 0.7% among 320,000 | AID 2129;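 active means inhibition above the mean of all tested compounds plus 3 SD, cutoff set per campaign, cut at about 30% in these data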;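 further: 0% = DMSO wells and 100% = unlabeled Bim-BH3 peptide competitor; inhibitors lower millipolarization by displacing the labeled peptide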
Target sequence (Q07817 whole entry, looked up): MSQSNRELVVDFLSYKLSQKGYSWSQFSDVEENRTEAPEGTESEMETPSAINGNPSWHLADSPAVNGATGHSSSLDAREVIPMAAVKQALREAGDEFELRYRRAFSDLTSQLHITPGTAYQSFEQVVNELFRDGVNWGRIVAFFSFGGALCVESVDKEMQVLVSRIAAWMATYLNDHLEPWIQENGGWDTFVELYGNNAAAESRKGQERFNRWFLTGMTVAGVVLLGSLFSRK
MCL1-BIM inh: MCL1-BIM-BH3 interaction inhibition (human); Q07820; GST-MCL1 / FITC-Bim-BH3 fluorescence polarization; inhibition, % at 10.9 µM; hit rate 0.68% among 320,000; AID 2057;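 active means inhibition above the mean inhibition of all tested compounds plus 3 SD, set per campaign, cut at about 40% in these data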;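 further: 0% = DMSO wells and 100% = unlabeled Bim-BH3 peptide control; higher means more loss of mP so more displacement of Bim peptide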
GLD-1 RNA inh: GLD-1-TGE RNA interaction inhibition (C. elegans); Q17339; inhibition, % at 5.96 µM; AID 2280; hit rate 0.44% among 320,000; purified GLD-1 + fluorescein TGE RNA, fluorescence polarization;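 active means percent inhibition above a per-plate cutoff, the plate mean of test compounds plus 3 SD, cut at about 30% in these data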;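 further: 0% = DMSO wells with GLD-1 and probe and 100% = wells lacking GLD-1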
Fam108B inh: counter-screen for RBBP9 inhibitors: inhibitors of mouse Fam108B. recombinant Fam108B, FP-Rh probe fluorescence polarization. inhibition, % at 9.51 µM. hit rate 0.33% among 300,000. AID 1947;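 active means inhibition above the screen mean inhibition plus 3 SD, computed separately per campaign, cut at about 18% in these data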;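 further: inhibitors lower polarization as less probe binds the enzyme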
ZTA DNA inh: ZTA (EBV) inhibition in EBNA-1 counter-screen | inhibition, % at 11 µM | P03206 | hit rate 0.15% among 320,000 | ZTA-DNA binding, fluorescence polarization; in the data active means inhibition above about 33%
Target sequence (P03206 whole entry, looked up): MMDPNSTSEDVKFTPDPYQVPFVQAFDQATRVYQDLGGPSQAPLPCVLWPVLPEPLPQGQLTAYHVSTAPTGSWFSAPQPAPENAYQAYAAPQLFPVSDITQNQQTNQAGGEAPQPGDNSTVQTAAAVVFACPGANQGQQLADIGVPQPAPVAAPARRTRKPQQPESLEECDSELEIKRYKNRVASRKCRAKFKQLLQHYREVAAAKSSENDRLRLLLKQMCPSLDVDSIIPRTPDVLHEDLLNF
* marks the source's active call; other numbers are inactive results.

N=c1c(-c2nc3ccccc3[nH]2)cc(C(=O)c2cccs2)nn1-c1ccccc1 was read as Efflux pump inh 0.1, Yeast superoxide 101, MEX-5 binding -8.8, EBNA-1 inh 7, BCLXL inh 1, MCL1-BIM inh 11, GLD-1 RNA inh -3, Fam108B inh -3 and ZTA DNA inh -5.
COc1ccc(CNC(=O)CSc2nnc(C3CC3)n2C2CC2)cc1 was read as Efflux pump inh 0.0, Yeast superoxide 115, BCLXL inh 0, MCL1-BIM inh -7, GLD-1 RNA inh -2 and ZTA DNA inh 2.
Screening CCOc1ccc(S(=O)(=O)NCCC(=O)N(C)CC(=O)Nc2ccc(N3CCOCC3)cc2)cc1 returned Efflux pump inh -0.1, Yeast superoxide 98, MEX-5 binding -0.6, EBNA-1 inh -6, BCLXL inh 4, MCL1-BIM inh 3, GLD-1 RNA inh 8, Fam108B inh -2 and ZTA DNA inh -9.
Screening COc1ccc(N2C(=O)C3ON(C4SC(=S)N(C)C4(C)C)C(c4ccc(Cl)cc4)C3C2=O)cc1 (configuration not stated) returned Efflux pump inh 0.0, Yeast superoxide 96, MEX-5 binding -0.3, EBNA-1 inh -2, BCLXL inh -3, MCL1-BIM inh 4, GLD-1 RNA inh 7, Fam108B inh 4 and ZTA DNA inh -23.
`CS(=O)(=O)c1ccc2nc(NC(=O)c3ccccc3Br)sc2c1` gave Efflux pump inh 0.0, Yeast superoxide 95, MEX-5 binding -3.8, EBNA-1 inh 0, BCLXL inh -2, MCL1-BIM inh 3, GLD-1 RNA inh -1, Fam108B inh 3 and ZTA DNA inh -5.
For O=C(NC1CCOc2ccccc21)c1ccc(Cl)nc1 (configuration not stated) the results were Efflux pump inh 0.2, Yeast superoxide 110, MEX-5 binding 0.3, EBNA-1 inh -3, BCLXL inh -1, MCL1-BIM inh -3, GLD-1 RNA inh -4, Fam108B inh 1 and ZTA DNA inh 2.
NC1=NC(c2ccc(Cl)cc2)N(c2ccc(S(N)(=O)=O)cc2)C(N)=N1 (configuration not stated) was read as Efflux pump inh 0.0, Yeast superoxide 103, MEX-5 binding 4.2, EBNA-1 inh 9, BCLXL inh 2, MCL1-BIM inh 0, GLD-1 RNA inh -6, Fam108B inh 1 and ZTA DNA inh -7.
`CCC(O)(C#CCN1CCCCC1)CC` gave Efflux pump inh 0.0, Yeast superoxide 102, MEX-5 binding -1.2, EBNA-1 inh -1, BCLXL inh 7, MCL1-BIM inh 5, GLD-1 RNA inh 1, Fam108B inh -3 and ZTA DNA inh -5.
For CN(C)CCCN(C(=O)c1ccco1)c1nc2c(F)cccc2s1 the results were Efflux pump inh 0.1, Yeast superoxide 100, MEX-5 binding -0.3, EBNA-1 inh -1, BCLXL inh -1, MCL1-BIM inh -5, GLD-1 RNA inh 0, Fam108B inh -1 and ZTA DNA inh 0.
Cc1ccc(-n2nc3c(c2NC(=O)c2ccc(F)c(F)c2)CS(=O)(=O)C3)cc1 was read as Efflux pump inh 0.6, Yeast superoxide 92, MEX-5 binding 0.4, EBNA-1 inh 4, BCLXL inh 6, MCL1-BIM inh 1, GLD-1 RNA inh 4, Fam108B inh 0 and ZTA DNA inh 6.
For COc1ccc(CNC(=O)CN2CCN(S(=O)(=O)c3ccccc3)CC2)cc1 the results were Efflux pump inh 0.0, Yeast superoxide 112, BCLXL inh 2, MCL1-BIM inh -2, GLD-1 RNA inh 9 and ZTA DNA inh 5.
For COc1ccc(C)cc1NC(=O)COC(C)=O the results were Efflux pump inh 0.0, Yeast superoxide 98, MEX-5 binding 2.3, EBNA-1 inh -1, BCLXL inh 4, MCL1-BIM inh 1, GLD-1 RNA inh 1, Fam108B inh 1 and ZTA DNA inh -11.
For COCCn1c(-c2cc(OC)c(OC)c(OC)c2)nc2oc3ccccc3c(=O)c2c1=O the results were Efflux pump inh 0.0, Yeast superoxide 94, MEX-5 binding 2.0, EBNA-1 inh 5, BCLXL inh 4, MCL1-BIM inh 9, GLD-1 RNA inh -5, Fam108B inh 5 and ZTA DNA inh 1.
Screening CCOC(=O)C1CCCN(C(=O)c2ccccc2[N+](=O)[O-])C1 (configuration not stated) returned Efflux pump inh 0.6, Yeast superoxide 99, MEX-5 binding 2.2, EBNA-1 inh -2, BCLXL inh 1, MCL1-BIM inh 0, GLD-1 RNA inh 3, Fam108B inh -6 and ZTA DNA inh 3.
COc1ccc(C)cc1NC(=O)CCS(=O)(=O)c1cc2c(cc1Cl)NC(=O)CO2 was read as Efflux pump inh -0.1, Yeast superoxide 81, MEX-5 binding 1.7, EBNA-1 inh -12, BCLXL inh -2, MCL1-BIM inh -1, GLD-1 RNA inh 12, Fam108B inh 1 and ZTA DNA inh -30.
`Cc1ccn(S(=O)(=O)c2ccc3oc(=O)ccc3c2)n1` gave Efflux pump inh -0.1, Yeast superoxide 89, MEX-5 binding 1.3, EBNA-1 inh 3, BCLXL inh 0, MCL1-BIM inh -1, GLD-1 RNA inh 0, Fam108B inh -11 and ZTA DNA inh 6.
`CCN1CCN(S(=O)(=O)c2ccc(S(=O)(=O)NC3CC3)cc2)CC1` gave Efflux pump inh 0.0, Yeast superoxide 94, MEX-5 binding 0.5, EBNA-1 inh 7, BCLXL inh 4, MCL1-BIM inh 5, GLD-1 RNA inh 1, Fam108B inh 3 and ZTA DNA inh -4.
For CC(=O)Oc1ccccc1C(=O)Oc1ccccc1C(=O)O the results were Efflux pump inh 0.0, Yeast superoxide 101, EBNA-1 inh 1, BCLXL inh 4, MCL1-BIM inh 1, GLD-1 RNA inh 2, Fam108B inh 0 and ZTA DNA inh 22.
Screening COc1ccc(N(CC(=O)N/N=C/c2ccco2)S(=O)(=O)c2ccccc2)cc1Cl returned Efflux pump inh 0.2, Yeast superoxide 105, MEX-5 binding -2.8, EBNA-1 inh -4, BCLXL inh 5, MCL1-BIM inh 8, GLD-1 RNA inh 1, Fam108B inh -6 and ZTA DNA inh 3.
For COC(=O)c1ccc(N2CCN(C)CC2)c(NC(=O)COc2cccc(C)c2)c1 the results were Efflux pump inh 0.6, Yeast superoxide 128, MEX-5 binding 4.2, EBNA-1 inh -7, BCLXL inh -3, MCL1-BIM inh 0, GLD-1 RNA inh 6, Fam108B inh -2 and ZTA DNA inh 0.
Screening COc1ccc(OCC(N)=O)cc1 returned Efflux pump inh -0.2, Yeast superoxide 99, MEX-5 binding 1.0, EBNA-1 inh 1, BCLXL inh -3, MCL1-BIM inh -5, GLD-1 RNA inh -9, Fam108B inh 0 and ZTA DNA inh 11.
For COc1ccccc1N1CCN(S(=O)(=O)c2ccc3c(c2)NC(=O)C(C)S3)CC1 (configuration not stated) the results were Efflux pump inh 0.0, Yeast superoxide 115, MEX-5 binding -1.1, EBNA-1 inh -3, BCLXL inh 4, MCL1-BIM inh 3, GLD-1 RNA inh 1, Fam108B inh -2 and ZTA DNA inh -2.
`COc1cccc(-c2cc(C(=O)N3CCOCC3)no2)c1` gave Efflux pump inh 0.1, Yeast superoxide 100, MEX-5 binding 0.3, EBNA-1 inh -21, BCLXL inh 6, MCL1-BIM inh 1, GLD-1 RNA inh -2, Fam108B inh 0 and ZTA DNA inh 3.
Screening CN(CC(=O)Nc1ccccc1Br)C(=O)CCC1CCCC1 returned Efflux pump inh -0.7, Yeast superoxide 93, MEX-5 binding 4.1, EBNA-1 inh 9, BCLXL inh 2, MCL1-BIM inh 8, GLD-1 RNA inh 1, Fam108B inh 5 and ZTA DNA inh 7.
`COc1ccc(CNCC(=O)Nc2cc(C)nn2-c2nc(C)cc(C)n2)cc1OC` gave Efflux pump inh 0.0, Yeast superoxide 99, MEX-5 binding 1.1, EBNA-1 inh 0, BCLXL inh 4, MCL1-BIM inh 0, GLD-1 RNA inh 4, Fam108B inh 0 and ZTA DNA inh -10.
CC(=O)NCc1cn2c(C)csc2n1 was read as Efflux pump inh 0.0, Yeast superoxide 82, MEX-5 binding 1.2, EBNA-1 inh -8, BCLXL inh 1, MCL1-BIM inh 7, GLD-1 RNA inh 2, Fam108B inh -6 and ZTA DNA inh -6.
CCC1CCc2c(n(C)c3ccccc3c2=O)O1 (configuration not stated) was read as Efflux pump inh -0.2, Yeast superoxide 95, MEX-5 binding -0.4, EBNA-1 inh 0, BCLXL inh 5, MCL1-BIM inh -4, GLD-1 RNA inh 9, Fam108B inh -3 and ZTA DNA inh 3.
`COc1ccc2nc(NC(=O)CCNC(=O)c3ccco3)sc2c1` gave Efflux pump inh 0.1, Yeast superoxide 94, BCLXL inh 3, MCL1-BIM inh 3, GLD-1 RNA inh 5 and ZTA DNA inh -2.
For CN1CCCC2(CCCN(Cc3nc(Cc4cccc(C(F)(F)F)c4)no3)C2)C1 (configuration not stated) the results were Efflux pump inh 0.2, Yeast superoxide 105, MEX-5 binding 0.6, EBNA-1 inh 5, BCLXL inh 0, MCL1-BIM inh 0, GLD-1 RNA inh 5, Fam108B inh 8 and ZTA DNA inh 10.
Screening CC(=O)Oc1ccc2c(C)cc(=O)[nH]c2c1 returned Efflux pump inh 0.0, Yeast superoxide 93, MEX-5 binding 2.7, EBNA-1 inh -9, BCLXL inh -2, MCL1-BIM inh -9, GLD-1 RNA inh -5, Fam108B inh -8 and ZTA DNA inh -12.

In the list so far, 2 contain an NH in an aromatic ring.
N=c1c(-c2nc3ccccc3[nH]2)cc(C(=O)c2cccs2)nn1-c1ccccc1 was read as Efflux pump inh 0.1, Yeast superoxide 101, MEX-5 binding -8.8, EBNA-1 inh 7, BCLXL inh 1, MCL1-BIM inh 11, GLD-1 RNA inh -3, Fam108B inh -3 and ZTA DNA inh -5.
Screening CC(=O)Oc1ccc2c(C)cc(=O)[nH]c2c1 returned Efflux pump inh 0.0, Yeast superoxide 93, MEX-5 binding 2.7, EBNA-1 inh -9, BCLXL inh -2, MCL1-BIM inh -9, GLD-1 RNA inh -5, Fam108B inh -8 and ZTA DNA inh -12.

Other compounds:
For CCOCCCn1c(=S)[nH]c2cc(C(=O)N3CCC(C(N)=O)(N4CCCCC4)CC3)ccc2c1=O the results were Efflux pump inh -0.1, Yeast superoxide 97, MEX-5 binding 0.5, EBNA-1 inh 3, BCLXL inh 7, MCL1-BIM inh 9, GLD-1 RNA inh -5, Fam108B inh 1 and ZTA DNA inh 21.
Screening COc1ccc(S(=O)(=O)n2[nH]c(=O)c(CCO)c2C)cc1 returned Efflux pump inh 0.0, Yeast superoxide 98, MEX-5 binding 0.0, EBNA-1 inh -5, BCLXL inh -1, MCL1-BIM inh 4, GLD-1 RNA inh -6, Fam108B inh 5 and ZTA DNA inh 18.
`COc1ccccc1N1CCN(C2CCCN(C(=O)CCc3c(C)noc3C)C2)CC1` (configuration not stated) gave Efflux pump inh 0.0, Yeast superoxide 88, MEX-5 binding -0.2, EBNA-1 inh 4, BCLXL inh 3, MCL1-BIM inh 1, GLD-1 RNA inh 1, Fam108B inh 4 and ZTA DNA inh -8.
Screening CCOc1cc(/C=N/NC(=O)c2cc(-c3ccccc3)nc3ccccc23)ccc1O returned Efflux pump inh -0.3, Yeast superoxide 79, MEX-5 binding -0.1, EBNA-1 inh -2, BCLXL inh 10, MCL1-BIM inh 12, GLD-1 RNA inh -3, Fam108B inh 10 and ZTA DNA inh -22.
Screening O=C(COC(=O)CNC(=O)c1ccccc1F)Nc1nnc(-c2ccccc2)o1 returned Efflux pump inh -0.1, Yeast superoxide 101, MEX-5 binding 1.3, EBNA-1 inh -6, BCLXL inh -8, MCL1-BIM inh 5, GLD-1 RNA inh 4, Fam108B inh -1 and ZTA DNA inh 5.
`Cc1nc(N2CCCC2C(=O)O)c2oc3ccccc3c2n1` (configuration not stated) gave Efflux pump inh 0.1, Yeast superoxide 89, MEX-5 binding 2.4, EBNA-1 inh 7, BCLXL inh -2, MCL1-BIM inh -7, GLD-1 RNA inh -3, Fam108B inh 1 and ZTA DNA inh -3.
